# Screens (PubChem)
# PAFAH1B3 inh: PAFAH1B3 (human) inhibition. recombinant PAFAH1B3, FP-rhodamine probe, fluorescence polarization. inhibition, % at 3.39 µM. 340,000 compounds, 0.28% hits;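 active = inhibition above the screen-wide average of all tested compounds plus 3 SD, cut at about 25% in these data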;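 also: 0% = enzyme with DMSO only and 100% = wells lacking PAFAH1B3 protein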
# Target sequence (Q15102 whole entry, looked up): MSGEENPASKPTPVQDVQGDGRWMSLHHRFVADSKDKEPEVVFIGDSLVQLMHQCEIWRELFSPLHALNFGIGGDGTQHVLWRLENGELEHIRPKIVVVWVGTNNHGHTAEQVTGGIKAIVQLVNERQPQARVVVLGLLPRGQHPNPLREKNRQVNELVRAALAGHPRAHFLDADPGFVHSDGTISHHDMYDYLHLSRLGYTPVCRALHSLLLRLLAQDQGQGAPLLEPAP
# PAFAH1B2 inh: PAFAH1B2 (human) inhibition; recombinant PAFAH1B2, FP-rhodamine activity probe, fluorescence polarization; 340,000 compounds, 1.2% hits; inhibition, % at 3.39 µM;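 active = inhibition above the mean of all tested compounds plus 3 SD, cut at about 24% in these data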;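 also: 0% = enzyme with DMSO and 100% = wells lacking PAFAH1B2; many of its hits are not listed in these tables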
# Target sequence (P68402 whole entry, looked up): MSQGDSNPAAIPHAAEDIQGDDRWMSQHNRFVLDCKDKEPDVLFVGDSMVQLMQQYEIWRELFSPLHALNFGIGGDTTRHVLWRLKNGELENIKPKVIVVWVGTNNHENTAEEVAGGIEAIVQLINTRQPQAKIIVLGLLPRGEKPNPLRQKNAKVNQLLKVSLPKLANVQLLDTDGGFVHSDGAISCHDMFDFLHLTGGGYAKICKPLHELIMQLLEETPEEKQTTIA
# PAFAH2 FP inh: PAFAH2 (human) inhibition; inhibition, % at 3.39 µM; recombinant PAFAH2, FP-rhodamine activity probe, fluorescence polarization; 340,000 compounds, 0.99% hits; AID 492956; Q99487;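 active = inhibition above the mean over all tested compounds plus 3 SD, cut at about 30% in these data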;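 also: inhibitors block probe labeling of enzyme so polarization drops; 0% = enzyme with DMSO and 100% = wells lacking PAFAH2 protein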
# * hit, by the source's call. Only part of the results is shown; the hit share may differ from the screen's.
SMILES,PAFAH1B3 inh,PAFAH1B2 inh,PAFAH2 FP inh
COc1ccc(N2CCN(C(=O)C(Cc3ccccc3)NC(=O)c3ccccc3)CC2)cc1 (stereo not drawn),2,3,0
CCOc1ccccc1NC(=O)CC1(CC(=O)N2CCOCC2)CCCC1,6,8,3
COc1cc(NC(=O)CN2C(=O)C(=O)N(CC(C)C)C2=O)cc(OC)c1,2,7,7
O=C1CCC(NC(=O)c2ccccc2)C(=O)N1 (stereo not drawn),2,4,-5
O=C1NC(=O)C2(CCCCCCC2)N1,1,4,-2
CC(=C\c1ccccc1)/C=C1/SC(=S)N(C(C(=O)O)C(C)C)C1=O (stereo not drawn),-4,5,1
O=C1NCCCN1Cc1ccc(F)cc1Cl,12,5,-3
O=CNC1(c2ccccc2)CCCCC1,-7,7,0
COc1ccc(NC(=O)C2Cc3ccccc3O/C2=N\O)cc1 (stereo not drawn),0,1,3
COc1ccccc1/C=C/C(=O)c1ccccc1,4,4,6
Cc1ccc(O)c(CN(C)Cc2cc(C)ccc2O)c1,11,1,-6
COc1ccccc1NC(=O)CSc1nnc(C)s1,9,6,-5
CC1CCC2(CC1)NC(=O)N(NC(=O)C1CCN(C(=O)c3ccc(Cl)cc3)CC1)C2=O (stereo not drawn),5,2,-1
O=C(C1CCC1)N1CCN(S(=O)(=O)c2cc(F)ccc2F)CC1,10,-2,3
COc1ccc(CCNC(=O)Cc2cc3c(cc2[N+](=O)[O-])OCO3)cc1OC,5,3,-6
Cc1ccccc1N1CCN(c2ccccc2NC(=O)/C=C\C(=O)O)CC1,-1,-1,-3
CC1=CC2=NC(=O)C(c3ccccc3)C(=O)N2C=C1 (stereo not drawn),1,4,4
COc1cccc(-c2ccc3c(c2)C2CC3CCN2C(C)=O)c1 (stereo not drawn),8,7,-4
O=C(CCC(=O)c1ccccc1)Nc1ccc(C(=O)O)cc1,6,2,-3
COc1ccc(C(=O)NCC(C)(c2ccccc2)c2ccccc2)cc1S(=O)(=O)N1CCOCC1,3,5,0
CCCNS(=O)(=O)c1cc2c(cc1Br)CCN2C(=O)CC,8,6,1
Nc1nnc(SCC(=O)NNC(=O)c2ccccc2)s1,-3,1,-2
COc1ccc(S(=O)(=O)NCC(c2cccnc2)N2CCN(c3ccccc3OC)CC2)cc1C (stereo not drawn),4,-1,1
CN1C(c2ccc(F)cc2)=CS/C1=C(/C#N)c1nnc2n1-c1ccccc1SC2,26*,3,2
NC(=O)C1CCCc2c1n(Cc1ccccc1)c1ccccc21 (stereo not drawn),7,5,6
CCc1cc(C(=O)NNC(=O)c2csc(N3CCOCC3)n2)sc1C,-2,3,7
CN(C)S(=O)(=O)c1ccc(C(=O)OCC2CCCO2)cc1 (stereo not drawn),0,2,-1
Cc1ccc(S(=O)(=O)N2CCCCC2)cc1NC(=O)c1cncc(Br)c1,2,4,6
CCN(C(=O)COC(=O)C1CC1C)c1c(N)n(Cc2ccccc2)c(=O)[nH]c1=O (stereo not drawn),-2,-6,-4
CCCCN1C=C(C(=O)OCC)C(=O)CC1,4,3,-4
CCn1c(SCC(=O)Nc2nccs2)nnc1-c1cc2cccc(OC)c2o1,-17,-2,-13
CCOC(=O)NN=C1c2ccccc2-c2ccccc21,7,3,5
CCOc1ccc(-c2cc(NC(=O)c3c(F)cccc3F)c(C(=O)O)s2)cc1,6,4,1
COc1ccc2ccccc2c1/C=N\NC(=O)c1ccc(C)s1,-2,-1,-4
CN(C)c1nc(C=C(C#N)C#N)c(Cl)n1-c1ccc(F)cc1,11,12,8
CN(C)CCNc1ccc2ncn3c4ccc(O)cc4c(=O)c1c23,7,-1,6
Cc1ccccc1OCCCCCNCCO,11,-3,-4
C=CCOc1ccc(C(=O)Nc2ccc3c(c2)n(C)c(=O)n3C)cc1,14,5,0
Cc1oncc1C(=O)Nc1cccc2ccccc12,10,-1,-3
CC1OC(OC2C(CO)OC(OCC3OC(OC(=O)[C@@]45CCC(C)(C)C[C@@H]4C4=CC[C@@H]6[C@@]7(C)CCC(OC8OCC(O)C(O)C8OC8OC(C)C(O)C(O)C8O)[C@@](C)(CO)C7CC[C@@]6(C)[C@]4(C)CC5)C(O)C(O)C3O)C(O)C2O)C(O)C(O)C1O (stereo partly drawn),-4,0,-7
Cc1cccc(OCc2nnc(SCC(=O)c3c(N)n(C4CC4)c(=O)[nH]c3=O)o2)c1,4,2,-5
COc1ccc(OC)c2cc3ccccc3cc12,22,11,23
Cc1nc2ccc(F)cc2cc1C(=O)NCC1CCCO1 (stereo not drawn),5,3,3
O=C(O)Cc1cc(=O)[nH]n(-c2ccccc2)c1=O,0,3,-7
COc1ccc(CCNC(=O)c2cccc(S(=O)(=O)N3CCCC3)c2)cc1,0,2,3
Cc1nc2ccc(N)nc2nc1C,-1,9,4
O=C(O)C(SC(C(=O)O)c1ccccc1)c1ccccc1 (stereo not drawn),5,1,2
Cc1nc2cc(C)c(C)cc2o1,-3,3,1
Cn1c(=O)c(NC2CCCCC2)c2c3c(cccc31)C(=O)c1ccccc1-2,14,5,10
NS(=O)(=O)c1ccc(CCNC(=O)c2ccc(Cl)c(S(=O)(=O)N3CCCCCC3)c2)cc1,3,5,1
N=c1oc2ccccc2cc1C(=O)Nc1ccc(F)cc1,-1,5,-12
O=C(OCc1cc(=O)c(OC(=O)c2ccccc2)co1)c1ccccc1,5,5,4
CC(=O)NC1C(=O)N(CCN2CCOCC2)c2ccc(F)cc21 (stereo not drawn),-4,0,-7
O=C(Nc1cccc(Cl)c1)OCCOC(=O)Nc1cccc(Cl)c1,-1,1,-15
O=C(Nc1ccccc1)OCC1COC(c2ccccc2)(c2ccccc2)O1 (stereo not drawn),-2,1,-9
O=C(COC(=O)/C=C/c1ccc(F)cc1)NC1CCCC1,3,3,79*
COc1ccc(C2(CNC(=O)c3cc(OC)c(OC)c(OC)c3)CCCC2)cc1OC,5,3,2
CCCCN(CC(=O)Nc1cccc(S(=O)(=O)N2CCCC2)c1)Cc1nc2ccccc2c(=O)[nH]1,-1,-1,-9
CN(Cc1ccccc1)C(=O)c1cccc(NC(=O)Cc2cccc(NC(=O)C3CCN(C(=O)c4ccccc4)CC3)c2)c1,-3,2,5
O=[N+]([O-])c1ccc(N2CCN(Cc3ccc([N+](=O)[O-])o3)CC2)cc1,10,0,3

# Following part:
SMILES,PAFAH1B3 inh,PAFAH1B2 inh,PAFAH2 FP inh
CCc1ccc(C(O)(CNCc2ccccc2)c2ccccc2)cc1 (stereo not drawn),-6,-5,-4
Cc1ccc(C2(C)NC(=O)N(CC(=O)NC3CCCCC3)C2=O)cc1 (stereo not drawn),-1,-2,-3
CCCNC(=O)c1c(O)c2cccc3c2n(c1=O)CCC3,12,3,9
COc1cc(O)cc(/C=C/c2ccccc2)c1,6,-2,-3
O=C(c1cc(C2CC2)nn1-c1ccccc1)N1CCN(c2ccc(O)cc2)CC1,-1,7,2
O=C(COc1ccc(Cl)cc1)Nc1ncc([N+](=O)[O-])s1,3,21,2
CC(=O)OC1C(=O)N(Cc2ccccc2)C1c1ccc(C)cc1 (stereo not drawn),12,9,-1
CCOC(=O)c1cnn(C(=O)c2ccccc2)c1N,14,2,-3
Cc1cc(C)c2c(c1)CC(C)(C)CC2=O,2,4,-4
Cc1cc(N2CCN(C)CC2)nc2ccc(NC(=O)CCC(=O)NCCc3ccc(Cl)cc3)cc12,-4,-8,7
O=C(Nc1cccc([N+](=O)[O-])c1)NC1CCCCCCC1,7,14,-4
O=C(Cc1cccc(NC(=O)C2CCN(C(=O)C3CCC3)CC2)c1)Nc1cccc(C(=O)N2CCCCC2)c1,2,-2,4
CCOc1ccccc1N1CC(C(=O)NCCC2=CCCCC2)CC1=O (stereo not drawn),-3,11,1
CS(=O)(=O)N1CCC(C(=O)Nc2ccccc2Cl)CC1,10,4,-7
C=C1[C@@H](O)[C@H](Cc2ccccc2)N(Cc2ccccc2Br)S1(=O)=O,-4,8,7
COc1ccc(C(CNC(=O)C(C)Sc2ccccc2)N2CCOCC2)cc1 (stereo not drawn),14,2,-8
Oc1ccc2ccccc2c1CNc1ccc2ccccc2c1,15,-3,13
CCOc1ccc(NC(=O)CN(C)C(=O)c2c(C)nn(Cc3ccccc3Cl)c2C)cc1OCC,-5,1,4
CC(=NNC(=S)N1CCN(c2ccccn2)CC1)c1ccccn1,1,1,7
O=C(CNC(=O)c1ccccc1Br)NNC(=O)c1cccs1,7,1,8
CCCCn1c(N)c(N(CCC(C)C)C(=O)CSc2nc3ccccc3n2C)c(=O)[nH]c1=O,4,2,-10
CC(O)(c1ccccc1)C(C(c1ccccc1)N1CCOCC1)N1CCOCC1 (stereo not drawn),6,1,1
NC(=O)Cn1cc(/C=N/NC(=O)c2ccc(Cn3cc(Cl)cn3)o2)c(-c2ccccc2)n1,13,8,3
CON(C)C(=O)/C=C/c1ccc([B-](F)(F)F)cc1,0,3,-2
Cn1c(-c2ccc(C#N)cc2)c(C#Cc2ccccc2)c2ccccc21,6,2,10
NCC(=O)NCC(=O)NC1(C(=O)O)CCCC1,-2,4,-6
N#Cc1ccccc1S(=O)(=O)N1CCN(C(=O)c2cc3c(s2)CCC3)CC1,5,-4,9
CCCc1nnc(NC(=O)C23CC4CC(CC(C4)C2)C3)s1,3,25*,4
O=C(CN1CCN(S(=O)(=O)c2ccccc2Cl)CC1)NCC1(N2CCOCC2)CCCCC1,5,4,-2
COc1ccc(CNS(=O)(=O)CCNCc2ccco2)cc1,-2,8,-4

# By substructure, those above with a halogen.
SMILES,PAFAH1B3 inh,PAFAH1B2 inh,PAFAH2 FP inh
O=C1NCCCN1Cc1ccc(F)cc1Cl,12,5,-3
CC1CCC2(CC1)NC(=O)N(NC(=O)C1CCN(C(=O)c3ccc(Cl)cc3)CC1)C2=O (stereo not drawn),5,2,-1
O=C(C1CCC1)N1CCN(S(=O)(=O)c2cc(F)ccc2F)CC1,10,-2,3
CCCNS(=O)(=O)c1cc2c(cc1Br)CCN2C(=O)CC,8,6,1
CN1C(c2ccc(F)cc2)=CS/C1=C(/C#N)c1nnc2n1-c1ccccc1SC2,26*,3,2
Cc1ccc(S(=O)(=O)N2CCCCC2)cc1NC(=O)c1cncc(Br)c1,2,4,6
CCOc1ccc(-c2cc(NC(=O)c3c(F)cccc3F)c(C(=O)O)s2)cc1,6,4,1
CN(C)c1nc(C=C(C#N)C#N)c(Cl)n1-c1ccc(F)cc1,11,12,8
Cc1nc2ccc(F)cc2cc1C(=O)NCC1CCCO1 (stereo not drawn),5,3,3
NS(=O)(=O)c1ccc(CCNC(=O)c2ccc(Cl)c(S(=O)(=O)N3CCCCCC3)c2)cc1,3,5,1
N=c1oc2ccccc2cc1C(=O)Nc1ccc(F)cc1,-1,5,-12
CC(=O)NC1C(=O)N(CCN2CCOCC2)c2ccc(F)cc21 (stereo not drawn),-4,0,-7
O=C(Nc1cccc(Cl)c1)OCCOC(=O)Nc1cccc(Cl)c1,-1,1,-15
O=C(COC(=O)/C=C/c1ccc(F)cc1)NC1CCCC1,3,3,79*
O=C(COc1ccc(Cl)cc1)Nc1ncc([N+](=O)[O-])s1,3,21,2
Cc1cc(N2CCN(C)CC2)nc2ccc(NC(=O)CCC(=O)NCCc3ccc(Cl)cc3)cc12,-4,-8,7
CS(=O)(=O)N1CCC(C(=O)Nc2ccccc2Cl)CC1,10,4,-7
C=C1[C@@H](O)[C@H](Cc2ccccc2)N(Cc2ccccc2Br)S1(=O)=O,-4,8,7
CCOc1ccc(NC(=O)CN(C)C(=O)c2c(C)nn(Cc3ccccc3Cl)c2C)cc1OCC,-5,1,4
O=C(CNC(=O)c1ccccc1Br)NNC(=O)c1cccs1,7,1,8
NC(=O)Cn1cc(/C=N/NC(=O)c2ccc(Cn3cc(Cl)cn3)o2)c(-c2ccccc2)n1,13,8,3
CON(C)C(=O)/C=C/c1ccc([B-](F)(F)F)cc1,0,3,-2
O=C(CN1CCN(S(=O)(=O)c2ccccc2Cl)CC1)NCC1(N2CCOCC2)CCCCC1,5,4,-2
